Nrf2 ARE act: Nrf2 pathway activation; AREc32 ARE-luciferase reporter (MCF7-derived line), luminescence, 24 h; Potency, µM (top dose mostly 46.1 µM), without a hit: top-dose activation, usual class: activators; actives 0.31% (n = 410,000); also: potency is read from the fitted curve at half-maximal effect; % of control where 0% means no effect; nearly all actives have a fitted effect of over 65% in size
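Each well held 1000 AREc32 cells, which were incubated with compound for 24 hr at 37 deg C after overnight attachment, and ARE reporter activity was quantified by firefly luciferase luminescence.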
EPAC2 ag: activates human EPAC2 exchange factor; Q8WZA2; EPAC2 activation, biochemical qHTS; response scale: 100% = 6.5 mM cAMP response; Potency, µM (doses to about 154 µM), without a hit: at the highest dose activation, actives largely listed as activators; actives 0.079% (n = 360,000); AID 720711; also: potency is read from the fitted curve at half-maximal effect; nearly all actives have a fitted effect of over 50% in size
Target sequence (Q8WZA2 whole entry, looked up): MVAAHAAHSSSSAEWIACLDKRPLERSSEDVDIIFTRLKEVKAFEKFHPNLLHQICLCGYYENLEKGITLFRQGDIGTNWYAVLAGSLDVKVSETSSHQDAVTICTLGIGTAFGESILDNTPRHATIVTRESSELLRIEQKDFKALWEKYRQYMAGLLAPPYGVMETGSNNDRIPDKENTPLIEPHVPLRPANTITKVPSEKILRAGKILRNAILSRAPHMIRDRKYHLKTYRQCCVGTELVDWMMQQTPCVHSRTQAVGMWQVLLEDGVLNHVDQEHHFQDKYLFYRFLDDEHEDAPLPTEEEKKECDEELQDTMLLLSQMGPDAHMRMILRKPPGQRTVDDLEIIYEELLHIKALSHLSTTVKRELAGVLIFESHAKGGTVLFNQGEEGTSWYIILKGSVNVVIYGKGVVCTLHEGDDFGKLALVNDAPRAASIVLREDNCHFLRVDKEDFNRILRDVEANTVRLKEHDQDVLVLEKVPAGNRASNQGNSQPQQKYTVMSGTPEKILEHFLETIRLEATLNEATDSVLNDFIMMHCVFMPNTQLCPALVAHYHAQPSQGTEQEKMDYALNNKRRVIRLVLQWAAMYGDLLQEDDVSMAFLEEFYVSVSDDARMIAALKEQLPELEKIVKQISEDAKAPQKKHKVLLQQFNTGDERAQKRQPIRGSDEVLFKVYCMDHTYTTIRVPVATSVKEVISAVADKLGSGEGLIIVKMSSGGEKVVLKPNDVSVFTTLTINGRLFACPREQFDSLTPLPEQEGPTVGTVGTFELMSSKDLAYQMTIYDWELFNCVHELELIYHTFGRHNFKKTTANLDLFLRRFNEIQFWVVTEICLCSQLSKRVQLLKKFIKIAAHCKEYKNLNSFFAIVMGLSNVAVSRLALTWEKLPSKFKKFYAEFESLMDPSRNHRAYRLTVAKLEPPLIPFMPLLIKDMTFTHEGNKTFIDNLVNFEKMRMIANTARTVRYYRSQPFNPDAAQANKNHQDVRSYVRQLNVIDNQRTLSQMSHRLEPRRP
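EPAC2 (100 nM) mixed with Rap1B loaded with BODIPY-GDP (250 nM) plus 50 uM unlabeled GDP; compounds pinned in, 5 min RT, then read every 5 min for 30 min (ex 480, em 540 nm). Normalized to cAMP control.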
ATXN2 expr inh: ATXN2 expression inhibition; HEK-293 ATXN2-luciferase reporter, luminescence, 24 h; Potency, µM (titrated, usually from 57 µM), for the others: at the highest dose activity change, negative = inhibition, usual class: inhibitors; actives 0.72% (n = 360,000); also: potency is read from the fitted curve at half-maximal effect; % is scaled to controls: 0 for no effect and ±100 for the full control effect; nearly all actives have a fitted effect of over 55% in size
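ATXN2-luciferase reporter cells (luciferase flanked by upstream and downstream ATXN2 gene portions) were treated 24 h at 37 °C with compounds at up to 57 uM. SteadyGlo luminescence gave expression; GF-AFC fluorescence gave viability.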
S2 tox: viability counter-screen for ATXN expression inhibitors. actives 0.49% (n = 400,000). AID 651635. S2 cells (HEK-293 line with an ATXN2-luciferase reporter) viability, CellTiter-Fluor protease fluorescence, 24 h. Potency, µM (highest dose often 56.7 µM), usual class: cytotoxic; also: potency is read from the fitted curve at half-maximal effect; nearly all actives have a fitted effect of over 40% in size
IL2 activator: IL-2 activation. actives 0.065% (n = 360,000). IL-2 activation reporter assay, cell-based qHTS; stimulated with anti-CD3/CD4/CD28 beads; in transgenic mouse T cells. AID 652025. activation, % (series mostly up to about 46 µM); in the data active = activation above about 50%; inconclusive = mostly about 30% to 49%; also: 0% is about no effect
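Unstimulated transgenic mouse T cells; 60-min compound exposure; bead-based TCR/CD4/CD28 stimulation; 18 h culture, 37 degrees C; dual fluorescence (EGFP, DsRed) plate cytometry.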
TGFb SMAD3 inh: inhibitors of TGF-b signaling | Potency, µM (titrated, usually from 46.1 µM), inactives show at the highest dose activity, negative = inhibition, most hits filed as inhibitors | actives 1.2% (n = 410,000) | HepG2 CAGA-GFP TGF-b/SMAD3 reporter, GFP fluorescence, 18 h; TGF-beta stimulated, 500 pg/mL final; also: potency is read from the fitted curve at half-maximal effect; % is scaled to controls: 0 for no effect and ±100 for the full control effect; nearly all actives have a fitted effect of over 65% in size
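Using HEPG2 CAGA-GFP reporter cells at 1000 cells/well, we pinned test compounds, stimulated with recombinant TGF-beta (500 pg/mL final) and measured total well GFP after 18 h.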
Nrf2 block: inhibitors of Nrf2 signaling; A549 ARE-Fluc reporter, luciferase luminescence, 18-24 h; Potency, µM (doses to about 46 µM), for inactives: at the top dose activity change, negative = inhibition, actives largely listed as inhibitors; actives 2.1% (n = 360,000); also: potency is read from the fitted curve at half-maximal effect; % is scaled to controls: 0 for no effect and ±100 for the full control effect; nearly all actives have a fitted effect of over 60% in size
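In this cell-based qHTS, ARE-driven firefly luciferase in A549 cells reports Nrf2 activity; the luminescent signal after BugLite lysis is the measured value, with a prior CellTiter-Fluor read for cell health.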
HepG2 viability: counter-screen for TGF-b inhibitors: cytotoxicity in HepG2 cells. HepG2 CAGA-GFP viability, ATP luminescence, 18 h. Potency, µM (top dose mostly 46.1 µM), inactives show at the top dose activity change, negative = cytotoxicity, most hits filed as cytotoxic. actives 0.76% (n = 410,000). AID 588856; also: potency is read from the fitted curve at half-maximal effect; some results filed as inactive show a strong effect at the top dose
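HepG2 CAGA-GFP cells (1000/well, DMEM with 1% FBS) received compound, then TGF-beta at 500 pg/mL final, and were incubated 18 hours at 37 degrees C. Viability was read by CellTiter-Glo luminescence. Media-only wells were set as complete cell-killing and DMSO as no toxicity.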
A549 viability: A549 cytotoxicity, counter-screen for Nrf2 inhibitors; A549 ARE-Fluc cells, CellTiter-Fluor viability, 18-24 h; Potency, µM (series often up to 46 µM), for inactives: top-dose activity change, negative = cytotoxicity, most hits filed as inhibitors; actives 0.16% (n = 390,000); also: potency is read from the fitted curve at half-maximal effect; % is scaled to controls: 0 for no effect and ±100 for the full control effect
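Cytotoxicity counterscreen: CellTiter-Fluor fluorescence was measured in A549 ARE_Fluc cells after 18-24 h of compound exposure in a concentration series. The subsequent BugLite luminescent read reports ARE-luciferase activity.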
* = called active by the depositor; i = inactive; ? = inconclusive; . = no result given; & = joins results of further samples; [ ] = dose if it differs, or a comment. Unless noted, calls follow the shape of the dose curve; as a rule, active = well fitted curve in the direction sought with a large enough effect; inconclusive = small, poorly fitted or top-dose-only effect, or another doubt; inactive = no such curve, though single readings can be large; an effect the other way counts as inactive or inconclusive.

SMILES | Nrf2 ARE act | EPAC2 ag | ATXN2 expr inh | S2 tox | IL2 activator | TGFb SMAD3 inh | Nrf2 block | HepG2 viability | A549 viability
O=C(CSc1ncnc2ccccc12)c1ccco1 | 2.8µM* | 7% | 40%[activator] | i | 0.1 | ? | 24% | -6% | -15%
Cc1ccc(NC(=S)N2CCCC2)cc1 | 3.1% | 18% | . | i | 0.8 | -1% | 8% | 0% | 16%
COc1ccccc1NC(=O)C(C)OC(=O)C(C)SCC(=O)Nc1ccc(C)cc1 (stereo not given) | 0.1% | 13% | 1% | i | -4.8 | 0% | 0% | -32% | -4%
C[C@H](CO)N1C[C@H](C)[C@@H](CN(C)C(=O)NC2CCCCC2)Oc2ccc(NC(=O)C3CCCCC3)cc2C1=O | -0.8% | 18% | -5% | i | 1.4 | -2% | 2% | -4% | -3%
CN(C)c1ccc(-c2ccnc3c2CC(C)(C(=O)Nc2ccc4c(c2)OCO4)O3)cc1 (stereo not given) | 0.3%[9.22 µM] | -1% | 18% | i | 0.3 | 1% | . | 3% | .
Cc1cccc(C)c1NC(=O)CSc1nccn1C | -0.9% | . | 2% | i | . | -1% | -15% | 0% | -6%
COc1cc(/C=C2\SC(=S)N(NC(=O)c3ccc(O)cc3)C2=O)ccc1O | 2.4% | 9% | 20% | . | 0.8 | 36%[activator] | -6% | -4% | -6%
CCCNC(=O)c1ccccc1NC(=O)c1ccc2c(c1)NC(=O)C(C)S2 (stereo not given) | 1.5% | 16% | -9% | ? | -1.2 | 2% | ? | -13% | -17%
Cc1ccc(C)c(OCC(=O)NC2CCCCCC2)c1 | 0.2% | 11% | 16% | i | -0.8 | -14% | ? | -19% | 6%
Nc1ccc(C(=O)OCCCc2nc3ccccc3[nH]2)cc1 | -0.3% | 2% | 9% | i | -0.4 | 5% | ? | 10µM* | 4%
C=CCNc1cc(C)oc(=O)c1C(=O)CC | -0.5% | 1% | -19% | i | -0.2 | 7% | ? | -5% | 8%
CS(=O)(=O)N1CCC(Oc2ccccc2C(=O)N2CCC[C@H]2CO)CC1 | 0.2% | 11% | 19% | i | -2.2 | -6% | 16% | -19% | 0%
CC(C)CCNC(=O)c1ccccc1NC(=O)C1=CSCCO1 | 3.6% | 10% | 9% | i | -2.1 | 0% | 0% | 4% | 0%
COc1ccc(OC)c(NC(=O)c2ccc(OCC(=O)N3CCOCC3)c(OC)c2)c1 | -0.3% | 2% | 3% | i | -0.4 | -3% | -19% | 6% | 0%
COc1ccccc1NC(=O)COC(=O)c1ccc(N2CCCC2=O)cc1 | 0.2% | 6% | 7% | i | 0.2 | 0% | 21% | 9% | 5%
COc1cc(OC)nc(Nc2nc(C(N)Cc3ccc(C(F)(F)F)cc3)cs2)n1 (stereo not given) | -3.2% | 7% | ? | ? | -0.8 | ? | . | 10µM* | .
COc1ccc(NC(=S)N2CCN(C(=O)C3CCCO3)CC2)c(OC)c1 (stereo not given) | 0.1% | 2% | . | i | -0.8 | -4% | 4% | 14% | 0%
CC(C)CN(C(=O)CN1CCN(c2ccc(O)cc2)CC1)c1c(N)n(CC(C)C)c(=O)[nH]c1=O | -0.1% | -2% | -7% | i | 1.2 | 1% | -6% | 3% | 5%
COc1cccc(CNc2ccccc2O)c1OCc1ccccc1F | 26% | 18% | -13% | i | -7.0 | -16% | 3% | -1% | 0%
C=CCSC1=N/C(=C\C=C\c2ccco2)C(=O)S1 | 13µM* | -2%[15.6 µM] | -10% | i | -0.1 | ? | -2% | -18% | -19%
O=C(CCn1cncn1)N1CCCC(N2CCN(c3cccc(C(F)(F)F)c3)CC2)C1 (stereo not given) | -0.6% | -4% | -5% | ? | 1.4 | -12% | -6% | -20% | -2%
O=C(N/N=C\c1ccncc1)c1ccc(Br)s1 | 6.0% | 5% | 8% | i | -1.0 | -6% | -18% | -26% | 0%
c1ccc(CN2CCOCCOCCOCCOCC2)cc1 | 0.3% | 5% | 16% | i | 1.0 | 0% | 1% | -13% | 1%
CC[C@](C)(O)c1cc2ccccc2c(=O)o1 | 0.2% | 0% | 7% | i | 0.6 | -39% | 10% | -2% | -4%
CCOC(=O)N1CCN(c2ccc(Cl)c(Cl)c2)CC1 | 0.0% | 4% | -8% | i | -4.6 | -29% | . | -13% | 7%
Cc1cc(=O)n(CC(=O)NCc2ccc(OC(C)C)cc2)c2c1c(C)nn2-c1cccc(F)c1 | -0.9% | . | -3% | i | . | 7% | 16% | -4% | -2%
COc1ccccc1CNS(=O)(=O)c1ccc2c(c1)CC(=O)N2C | -0.3%&7.0% | -5% | 7%&-5% | i | -2.2 | 0%&-11% | ? | -11%&8% | 0%&7%
CC(=O)c1ccc(OCC(=O)NCC2(N3CCCCC3)CCCCC2)cc1 | -0.5% | 5% | 0% | i | -1.2 | 3% | 1% | 0% | -3%
O=C(CN1CCCN(Cc2ccc(Cl)cc2)S1(=O)=O)Nc1ccccc1F | 0.2% | . | . | . | . | -29% | -9% | -17% | 10%
CCc1ccc(NC(=O)C2CCN(c3nn4cc(-c5ccc(OC)cc5)nc4s3)CC2)cc1 | 0.5% | . | . | . | . | 0% | 16% | 5% | -1%
COc1cccc(C(=O)N2CCN(C(=O)COc3ccc4ccccc4c3)CC2)c1 | -0.3% | -1% | 12% | i | 3.4 | 10% | -25% | 3% | -1%
Cc1oc(=O)c(NC(=O)c2ccc(Cl)cc2)cc1C(=O)c1ccccc1 | ? | 8% | -15% | i | -1.2 | -35% | -29% | -88% | -14%
Cc1cccc(NC(=O)CN2C(=O)S/C(=C\c3ccc(-c4cccc(C(=O)O)c4C)o3)C2=O)c1 | -0.3% | -7% | 6% | i | 0.1 | -8% | 0% | -7% | -30%
O=C(Nc1ccc(N2CCN(C(=O)c3cccs3)CC2)cc1)c1ccco1 | -0.2% | -5% | 12% | i | 1.5 | 2% | -28% | -10% | 0%
CC(=O)Nc1c(C)ccc(CNC(=O)COc2ccc(F)cc2)c1C | 0.2% | 3% | 2% | i | -3.9 | 12% | -2% | -14% | 0%
Cc1cc(=O)oc2cc(OCC(=O)NCCN3CCOCC3)ccc12 | -0.5% | 3% | 14% | i | -1.6 | 2% | -7% | 1% | -1%
CC1(C)NC(=O)N(CC(O)COc2ccc(-c3ccc(C#N)cc3)cc2)C1=O (stereo not given) | 0.9% | -4% | -16% | i | 0.4 | ? | ? | -20% | -19%
Cc1ccccc1S(=O)(=O)Nc1nc2ccccc2nc1NCCO | 1.7% | 7% | -7% | i | -0.2 | 33% | 8% | -19% | 3%
CCCCCCn1c(NCC)nc2c1c(=O)[nH]c(=O)n2C | 0.4% | -14%[15.6 µM] | 13% | i | -0.2 | -5% | -17% | 5% | 1%
COc1ccccc1C(=O)N(CCC1CCCN1C)c1nc2ccccc2s1 (stereo not given) | 12% | 1% | 2% | i | -5.4 | ? | ? | 5% | -5%
Cc1ccc(C2N(c3ccc(Cl)c(Cl)c3)C(=O)C3CCCN32)o1 (stereo not given) | 0.0% | -6% | -1% | ? | 0.7 | 0% | 6% | -22% | -4%
CCCSC1=N/C(=C/c2ccsc2)C(=O)N1c1ccccc1 | 10% | -2% | -2% | i | 2.3 | 0% | -2% | -2% | 7%
CCOc1ccc(S(=O)(=O)Nc2ccc(C(=O)NCCCN3CCOCC3)cc2)cc1 | -0.1% | -6% | 1% | ? | 3.8 | 7% | -3% | -4% | 0%
Cc1ccc(CCNC(=O)Cn2nc(C)c3c(C)n(-c4ccc(C)cc4)nc3c2=O)cc1 | 1.1% | . | . | . | . | 0% | -14% | -12% | -4%
CC(=O)Cn1ncc(N2CCOCC2)cc1=O | 0.3% | 9% | -17% | i | 0.4 | 6% | 13% | 0% | -2%
COc1ccc(C[C@H]2CN3C(=NC[C@@H]3C(C)C)N2C[C@H](C)NC(=O)c2ccc(C)c(Br)c2)cc1 | -3.7% | 6% | ? | 18µM* | -4.3 | ? | 5% | -58% | ?
CCOC(=O)C1=C(C)N=C2SC(C(=O)OC)=CC(=O)N2C1c1ccc(F)cc1 (stereo not given) | -0.9% | 8% | -32% | i | -0.5 | ? | -27% | -9% | ?
O=C(NCCc1ccccc1)c1cnc2sccn2c1=O | -0.1% | 17% | 9% | i | -3.3 | -1% | ? | 3% | 2%
C/C=N/N(c1ccccc1)c1ccccc1 | 0.5% | 9% | 1% | i | 1.3 | -2% | 11% | -25% | 7%
CCN1CCN(C(=O)c2cc(=O)c3cc(C)ccc3o2)CC1 | 3.0% | 8% | -13% | i | 0.0 | -4% | 10% | -14% | -10%
COc1ccc(CC(=O)NCc2ccc3c(c2)CCN3C(=O)c2cccc(C)c2)cc1 | -2.5% | . | . | . | . | ? | . | -50% | -12%
COc1ccc(NC(=O)N2CCCCCC2)c(OC)c1 | 0.0% | -1% | 6% | i | 0.5 | -9% | 14% | 0% | 6%

Part of the list above, showing only A549 viability and TGFb SMAD3 inh.
Structure	A549 viability	TGFb SMAD3 inh
C/C=N/N(c1ccccc1)c1ccccc1	7%	-2%
CCN1CCN(C(=O)c2cc(=O)c3cc(C)ccc3o2)CC1	-10%	-4%
COc1ccc(CC(=O)NCc2ccc3c(c2)CCN3C(=O)c2cccc(C)c2)cc1	-12%	?
COc1ccc(NC(=O)N2CCCCCC2)c(OC)c1	6%	-9%

Looked up above:
In ATXN2 expr inh, Cc1cc(=O)n(CC(=O)NCc2ccc(OC(C)C)cc2)c2c1c(C)nn2-c1cccc(F)c1 has the entry -3%
In ATXN2 expr inh, Cc1ccccc1S(=O)(=O)Nc1nc2ccccc2nc1NCCO has the entry -7%

Screening data deposited in PubChem BioAssay by National Center for Advancing Translational Sciences (NCATS).
